Bioassay records deposited in PubChem BioAssay by The Scripps Research Institute Molecular Screening Center.
TTR transcr act – increases transthyretin transcription | SH-SY5Y TTR promoter Gaussia luciferase, luminescence; 100% = recombinant luciferase protein wells | activation, % at 16.7 µM | 92,000 compounds, 1.3% hits;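 active means activation above the mean of all tested compounds plus 3 SD, cut at about 9.5% in these data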;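 further: cells exposed to compounds for one day before reading; 0% = median of all test compound wells on the plate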
Active calls of the source: *. Only part of the results is shown; count on the stated rates, not on these rows.

SMILES	TTR transcr act
O=C(c1ccccc1)C1(c2ccccc2)OC1c1ccccc1 (stereo unspecified)	-1.1
Cc1ccc(-c2ccc(/C=N/N=C3/NC(=O)C(CC(=O)O)S3)o2)c([N+](=O)[O-])c1 (stereo unspecified)	-3.1
CC1CCC(NC(=O)C2CCC(CNS(=O)(=O)c3ccc4c(c3)C(C)(C)C(=O)N4C)CC2)CC1 (stereo unspecified)	-2.0
Cc1cccc(NC(=O)c2ccc3nsnc3c2)c1C	0.0
CC1CCCC(C)N1C(=O)COC(=O)c1ccc([N+](=O)[O-])o1 (stereo unspecified)	-0.4
COc1ccc(C(=O)NCCCN(C)CCCNC(=O)c2ccc(OC)cc2)cc1	-1.1
COc1ccc(-c2ccc3c(c2)S(=O)(=O)c2cccc(C(=O)NC4CC4)c2C3=O)cc1OC	2.8
CSC1=NC(NCCCO)c2c(sc3c2CC(C)(C)OC3)N1 (stereo unspecified)	1.2
CCCCNc1c(-c2cccc(OC)c2)nc2nc(C)cc(C)n12	-0.4
O=C(Cc1ccc(Cl)cc1)NCc1ccccc1Cl	-0.5
O=C(CN1CCN(c2ccc(O)cc2)CC1)NC(=O)NCc1ccco1	-0.5
CCN(CC)C(=O)N1CCN(S(=O)(=O)c2ccc(C)cc2)CC1	-0.3
CC(=O)N1CCN(c2ccc(NC(=S)NC(=O)/C=C/c3ccccc3)cc2)CC1	-0.8
CCCCn1c(=O)cc(O)c2ccccc21	1.1
CCOC(=O)c1ccc2[nH]c(C)c(CN3CCN(C)CC3)c(=O)c2c1	0.2
COc1ccc2c(c1)Sc1ccc(Cl)cc1N2	-1.3
COc1ccc(-n2ccnc2SCC(=O)NC2CCCC2)cc1	0.0
O=[N+]([O-])c1ccc(Cl)c(/C=N/N2CCN(c3ccccc3)CC2)c1	4.8
COCCNC(=O)C(c1ccc(O)cc1)N(C(=O)CCC(=O)Nc1nccs1)c1cccc(C)c1 (stereo unspecified)	-0.7
Cc1ccc(-n2nc3c(=O)n(CCCC(=O)N4CCC(C(N)=O)CC4)nc(C)c3c2C)cc1	-2.1
Cc1ccc(S(=O)(=O)/N=C(/NC(=S)Nc2c(C)n(C)n(-c3ccccc3)c2=O)c2ccccc2)cc1	1.8
Cc1ccccc1-c1cc(C(=O)n2cccn2)c2cc(Cl)ccc2n1	-1.7
CCCOc1ccccc1N/C(N)=N/c1nc(C)cc(C)n1	-1.5
CCOC(=O)C1CCCN(C(=O)C2CCN(S(=O)(=O)c3ccc4ccccc4c3)CC2)C1 (stereo unspecified)	-0.3
CSc1nc(NCC(C)C)nc(N2CCOCC2)n1	15*
Next part
SMILES	TTR transcr act
Cc1ccc(N/N=C2\CCS(=O)(=O)c3sccc32)cc1	1.0
COc1ccc(C2C(C(C)=O)=C(O)C(=O)N2CCO)c(OC)c1 (stereo unspecified)	-2.3
CC(C)C1CC(O)(C2(O)CCCCC2)ON1 (stereo unspecified)	1.8
COc1cccc(Cn2cnc(-c3ccccc3OC)c2-c2cccnc2)c1	2.5
O=C(NCCc1nnc2ccc(NCc3cccnc3)nn12)c1ccccc1F	-0.2
CCC(C)c1c(NS(=O)(=O)c2ccc(C)cc2)o[nH]c1=O (stereo unspecified)	-5.3
CCCNC(=O)c1ccc(C2SCC(=O)N2Cc2ccccc2)cc1 (stereo unspecified)	-0.7
Cc1ccc(N2C(=O)CSC2c2c(F)cccc2Cl)cc1 (stereo unspecified)	-2.8
O=CN1CCCN(Cc2nc(Cc3ccccc3F)no2)CC1	1.3
Oc1ccc(C[C@H]2CNCCN2CCc2cccc3ccccc23)cc1	3.3
CS(=O)(=O)c1ccccc1-c1nnc(NC(=O)COc2ccc(Cl)cc2)o1	-0.4
CN1C(=O)c2ccc(C(=O)Nc3ccc(Br)cn3)cc2C1=O	0.6
O=C(O)CN1C(=O)c2ccc(Oc3cccc4c3C(=O)N(CC(=O)O)C4=O)cc2C1=O	0.6
Cn1c(=O)cc(Nc2ccccc2)c2c(=O)n(-c3ccccc3)c(=O)n(-c3ccccc3)c21	-0.9
COc1ccc2[nH]c(C)c(C(=O)CN3CCN(C(=O)c4ccco4)CC3)c2c1	0.1
CCOC(=O)COc1cccc2c(=O)n(CC(=O)NCc3ccccc3)ccc12	-0.2
COc1ccc(CCNC(=O)c2cc(-c3ccccn3)nc3c(Cl)cccc23)cc1OC	2.5
CCN1C(=O)[C@H]2[C@@H](c3ccc(C)cc3)N3C(=O)N(c4ccccc4)C(=O)[C@@]3(Cc3ccccc3)[C@H]2C1=O	1.5
CNC(=S)N1CCn2cccc2C1c1ccc(F)cc1 (stereo unspecified)	3.2
CCOc1ccccc1/C=N/NC(=O)c1nnn(-c2nonc2N)c1CN1CCCCCC1	0.7
O=C1c2ccsc2SCCN1Cc1cccc(Cl)c1	0.8
O=C(/C=C/c1ccccc1)c1c[nH]c2ccccc12	-2.3
O=C(C1CCN(S(=O)(=O)c2ccc(Br)s2)CC1)N1CCCCC1	-1.0
CNNC(=S)Nc1cccc(C(F)(F)F)c1	2.8
CCOc1ccc(NC(=O)c2ccc3c(c2)CCN3S(C)(=O)=O)cc1	-0.9
Next section:
SMILES	TTR transcr act
O=C(NN1CCOCC1)c1c(-c2ccccc2)sc2ccccc12	2.5
Cc1ccc(C2=NOC(C)(c3nnc(-c4ccc(Cl)cc4)o3)C2)cc1 (stereo unspecified)	0.8
O=C(CCc1ccccc1)Nc1nc2c(F)cc(F)cc2s1	-0.4
CN(C)CCn1c(C(=O)O)cc2ccccc21	-0.9
CCOC(=O)c1cnc(-n2nc(C)cc2C)nc1NCCO	2.1
CC1=C(C(=O)Nc2cccc([N+](=O)[O-])c2)C2(CCC(C)CC2)OC1=O (stereo unspecified)	-1.8
O=C(O)CC(NC(=O)C12CC3CC(CC(C3)C1)C2)c1ccc(OC2CCCC2)cc1 (stereo unspecified)	5.8
CCOC(=O)c1c(C)[nH]c(C)c1S(=O)(=O)N1CCN(c2ccc(F)cc2)CC1	2.7
Cc1ccc(Sc2nnc(-c3ccccc3)cc2C#N)cc1	4.2
COc1ccc(OC)c2c(C)cc(N3CCN(C(=O)c4ccc(Cl)cc4)CC3)nc12	-0.6
COc1ccc(C(=O)NC(=S)N2CCNC(=O)C2)cc1Br	1.2
CNc1nc2c(Cl)cc(Cl)cc2s1	-0.5
CC(=O)c1cc(C#N)c(SCC(=O)Nc2nccs2)nc1C	3.1
COc1ccc(S(=O)(=O)N2CCCC2C(=O)Nc2ccc(C)cc2)cc1 (stereo unspecified)	-1.2
Cn1c(=O)c2c(nc(N3CCc4ccccc4C3)n2Cc2ccc(Br)cc2)n(C)c1=O	0.7
O=C1Nc2ccccc2/C1=C/c1ccccc1Cl	2.8
O=C(Nc1cccc(Cl)c1)N1N=CCC1c1ccccc1 (stereo unspecified)	6.4
COC(=O)c1c(NC(=O)C2Cc3ccccc3C(=O)O2)sc2c1CCCC2 (stereo unspecified)	3.7
CCCC(=O)Nc1nn(C)c2nc3ccc(C)cc3cc12	0.1
CCC(CC)C(=O)Nc1nnc(S(=O)(=O)N2c3ccccc3CC2C)s1 (stereo unspecified)	-0.2
CN1C2=N[C@@H](c3ccccc3)CC(=O)N2/C(=C\c2ccccc2)[C@H]1c1ccccc1	0.2
CCOC(=O)N1CCN(C(=O)/C=C/c2ccc(OC)c(OC)c2)CC1	-0.8
Cc1ccc(CNC(=O)Cc2cccs2)cc1	-0.9
O=C(Nc1ccc(N2CCN(c3ccc(C(F)(F)F)cn3)CC2)nc1)c1cccs1	3.9
CCn1nnc(NC(=O)C(c2ccccc2)c2ccccc2)n1	-0.8

4 of the compounds above, field by field.
O=C(CCc1ccccc1)Nc1nc2c(F)cc(F)cc2s1
  TTR transcr act = -0.4
O=C(Nc1ccc(N2CCN(c3ccc(C(F)(F)F)cn3)CC2)nc1)c1cccs1
  TTR transcr act = 3.9
O=C(NN1CCOCC1)c1c(-c2ccccc2)sc2ccccc12
  TTR transcr act = 2.5
CCOC(=O)c1cnc(-n2nc(C)cc2C)nc1NCCO
  TTR transcr act = 2.1

Single entries from the entries so far.
Reading of `Cc1ccc(Sc2nnc(-c3ccccc3)cc2C#N)cc1` in TTR transcr act: 4.2
Reading of `Cc1ccc(CNC(=O)Cc2cccs2)cc1` in TTR transcr act: -0.9
Reading of `O=C(Nc1ccc(N2CCN(c3ccc(C(F)(F)F)cn3)CC2)nc1)c1cccs1` in TTR transcr act: 3.9
Reading of `COc1ccc(S(=O)(=O)N2CCCC2C(=O)Nc2ccc(C)cc2)cc1` (stereo unspecified) in TTR transcr act: -1.2
Reading of `CCOC(=O)c1cnc(-n2nc(C)cc2C)nc1NCCO` in TTR transcr act: 2.1

An excerpt from above in order of count of non-hydrogen atoms, rising:
SMILES	TTR transcr act
O=C(/C=C/c1ccccc1)c1c[nH]c2ccccc12	-2.3
CCCC(=O)Nc1nn(C)c2nc3ccc(C)cc3cc12	0.1
O=C(C1CCN(S(=O)(=O)c2ccc(Br)s2)CC1)N1CCCCC1	-1.0
CCOC(=O)N1CCN(C(=O)/C=C/c2ccc(OC)c(OC)c2)CC1	-0.8
COc1ccc(C(=O)NCCCN(C)CCCNC(=O)c2ccc(OC)cc2)cc1	-1.1
Cc1ccc(-n2nc3c(=O)n(CCCC(=O)N4CCC(C(N)=O)CC4)nc(C)c3c2C)cc1	-2.1

Later entries:
SMILES	TTR transcr act
CCOC(=O)C1=CCC(c2ccccc2C)N(S(=O)(=O)c2ccc(C)cc2)C1 (stereo unspecified)	5.5
Cc1cccc(CSc2nn3c(=O)c(C)nnc3s2)c1	5.8
COc1ccc(NC(=O)N(C)C[C@H]2Oc3c(NC(=O)Nc4ccccc4)cccc3C(=O)N([C@H](C)CO)C[C@@H]2C)cc1	2.5
COc1cc(C(=O)Nc2c(C(=O)N3CCOCC3)oc3ccccc23)cc(OC)c1OC	-2.4
O=C(Nc1ccc(N2CCN(C(=O)c3cccs3)CC2)c(Cl)c1)c1ccco1	-2.1
COc1ccccc1-c1nnc(SCC(=O)O)n1-c1ccc(C)cc1	0.3
CCOc1ccc(CCN2CN(C3CCCCC3)CNC2=S)cc1OCC	0.3
N/C(=N\OC(=O)c1cccc(F)c1)c1ccccc1	0.6
COc1ccc(S(=O)(=O)N2CCN(Cc3ccc(OC)c(OC)c3)CC2)cc1	-0.2
CCOC(=O)c1sc(NC(=O)c2ccccc2)cc1C	-0.1
COCCNC(=O)CSc1nc2ccccc2c(=O)n1CCC(=O)NCCc1ccc(OC)c(OC)c1	-0.2
COc1ccc(CN2CCN(Cc3cccc4nonc34)CC2CCO)c(C)c1C (stereo unspecified)	2.6
NC(=O)c1ccccc1NC(=O)CS(=O)(=O)Cc1ccccc1	6.5
Cc1ccc(OCCC(=O)Nc2ccc(F)c(F)c2)cc1	-0.5
C[C@H](O)[C@@H]1C(=O)N2CCc3ccc(N4CCN(C)CC4)cc3[C@@H]2C[C@@H]1N(C)C(=O)NC1CCCCC1	-0.3
C=CCNC(=S)NN=C1CCCCCCC1	0.3
CCOC(=O)c1sc(NC(=O)C(CC)Sc2nnc3c4ccccc4n(C(C)C)c3n2)nc1C (stereo unspecified)	2.5
CC(C)OC(=O)/C(=C/c1ccco1)c1ccccc1	-1.8
COc1cc(OC)c2c(-c3ccccc3)cc(=O)oc2c1C(CCN1CCCCC1)c1ccc2c(c1)OCO2 (stereo unspecified)	-5.1
COc1ccc(Cl)cc1C(=O)NNC(=O)CSc1nnc2ccccn12	-1.4
CCOC(=O)c1cnc(SCC)[nH]c1=O	-4.3
COc1ccc(S(=O)(=O)N2CCN(CC(=O)Nc3ccccc3Cl)CC2)cc1	1.2
N#Cc1ccc(OCC(=O)NC2=NCCS2)cc1	-0.2
CC1=CC(=O)C=C(C)C1=NOC(=O)c1cccc([N+](=O)[O-])c1	4.0
Cc1c(Cl)cnc(NC(=O)CSc2nncs2)c1Cl	0.2
Next section.
SMILES	TTR transcr act
CCc1ccc(NC(=O)N(C2CCCCC2)C(C)c2cccnc2)cc1 (stereo unspecified)	-0.1
CCOP(=O)(CN(CC)C(=O)c1ccccc1Br)OCC	-0.3
Cc1c(Br)c([N+](=O)[O-])nn1CC(=O)NCc1ccccc1	-2.2
CCOc1cc(/C=C/C(=O)O)ccc1OCCOc1ccccc1	-0.5
C/C(=C\C(=O)c1ccccc1)Nc1cccc(O)c1	-1.2
CCOc1ccccc1CNC(=O)c1ccc2nc(N3CCOCC3)sc2c1	1.3
O=[N+]([O-])c1ccccc1/C=N/NC1=NCCN1	-0.4
COc1ccccc1/C=C/C=C1\Oc2c(ccc(O)c2CN(C)C)C1=O	-1.4
O=C(c1cnsn1)N1CCN(c2ccccn2)CC1	5.9
CC1(C)CC2(CC(c3cccs3)c3cc(Cl)c(O)cc3O2)NC(=S)N1 (stereo unspecified)	-6.0
COc1cc(C(=O)NCC(=O)N/N=C/c2cccs2)cc(OC)c1OC	-1.5
Nc1cc(-c2ccc(Cl)cc2)nn1S(=O)(=O)c1ccc(Cl)cc1	1.1
Cc1ccc(NC2=CC(=O)CC(C)(C)C2)c(N)c1	1.5
CCCc1cc(=O)[nH]c(SCC(=O)N2CCOCC2)n1	-2.1
COc1cc2[nH]c(O)c(C=O)c2cc1OC	0.0
CCCCCN(C(=O)CCC(=O)OCC(=O)Nc1ccc(C)cc1F)c1c(N)n(CCCC)c(=O)[nH]c1=O	-0.4
COc1cccc(C(=O)NC2CC(C)(C)NC(C)(C)C2)c1OC	1.2
CCCc1n(CC(O)COCC2CC=CCC2)c2ccccc2[n+]1C (stereo unspecified)	-0.9
Cc1ccc(NCC(=O)N/N=C/c2ccc(C(=O)O)cc2)cc1	-1.3
FC(F)(F)c1cnc(NNC(=S)Nc2cccnc2)c(Cl)c1	-1.3
COC(=O)c1ccc(NC(=O)c2ccccc2C(=O)Nc2ccc(C(=O)OC)cc2)cc1	3.3
O=C(C1CCC(=O)N(C2CCCC2)C1)N1CCC(Oc2ccccc2Cl)CC1 (stereo unspecified)	-3.4
Cc1cc2cc(CNC(=S)Nc3ccc(OC(F)F)cc3)ccc2n1C	1.4
COC(=O)c1ccc(CSc2nnc(C)n2N)o1	0.0
Cc1ccc(OCC(=O)N/N=C2/SCC(=O)N2Cc2ccccc2)cc1	-1.7
C=CCn1c(=NC(=O)CN2C(=O)CCC2=O)sc2cc(S(N)(=O)=O)ccc21	6.0
COc1ccc(Oc2c(C)nc(SCC(=O)c3ccc(Cl)cc3)[nH]c2=O)cc1	1.2
Cc1ccc(CS(=O)(=O)c2nsc(C)c2C#N)cc1	19*
CCCCCC(=O)Nc1ccc(-c2cn3cccnc3n2)cc1	0.7
